Screens: PubChem BioAssay, several laboratories
SRC3 inh: human NCOA3 inhibition. Q9Y6Q9. HEK293 GAL4-SRC3 luciferase reporter, luminescence. inhibition, % at 3.6 µM. hit rate 0.17% among 360,000. AID 588352;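 active means inhibition above a per-campaign cutoff, the mean of all compounds plus 3 SD, cut at about 60% in these data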;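 further: 0% = DMSO-treated cells and 100% = gossypol-treated cells at 36 µM; higher means less SRC3-driven luciferase light from the GAL4 reporter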
SRC2 inh: human SRC2 (NCOA2) inhibition; AID 651957; hit rate 0.17% among 370,000; inhibition, % at 9 µM; HEK293 GAL4-SRC2 luciferase reporter, luminescence;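 active means inhibition above the mean inhibition of all tested compounds plus 3 SD, set per campaign, cut at about 52% in these data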;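 further: 0% = DMSO treated cells and 100% = cells given Gossypol at 36 µM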
KKLEB cytotox: CF airway cell cytotoxicity counter-screen. KKLEB CF airway cells viability, ATPlite luminescence, overnight; hits give low values; cells stimulated with P. aeruginosa culture filtrate. activity change (cytotoxicity), % at 5 µM. hit rate 0.36% among 360,000. AID 602141;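 active means corrected activity change at or below -50% at 5 µM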
EBV LMP1 NFkB: inhibitors of Epstein-Barr LMP1-induced NF-kappaB reporter; hit rate 0.69% among 350,000; inhibition, % at 12.5 µM; LMP1-induced NF-kappaB luciferase reporter cells, luminescence; in the data active means inhibition above about 41%;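 further: 0% = neutral control wells and 100% = reference inhibitor control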
CF NFkB block: cystic fibrosis NF-kB activation inhibition; AID 588850; inhibition, % at 5 µM; hit rate 0.86% among 360,000; KKLEB NF-kB-GFP reporter, PAF-induced, GFP fluorescence overnight;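 active means at least 50% inhibition at 5 µM, scaled per plate between neutral and stimulator controls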;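 further: PAF is a Pseudomonas aeruginosa culture filtrate used as stimulus; plate controls were PAF-stimulated DMSO wells for no effect and unstimulated DMSO wells for full effect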
NR5A2 inv ag: inverse agonists of human LRH-1 (NR5A2) | HEK293T StAR-luciferase reporter, LRH-1 transfected, 24 h | inhibition, % at 3.6 µM | hit rate 0.13% among 360,000 | AID 602396;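 active means inhibition above the mean inhibition of all tested compounds plus 3 SD, cut at about 73% in these data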;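 further: 0% = DMSO wells and 100% = reporter-only cells lacking LRH-1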
TROY NFkB inh: TROY signaling inhibition; inhibition, % at 10 µM; hit rate 0.98% among 360,000; Q293 LMP1-TROYcd NF-kB luciferase reporter, 4 h;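 active means compounds whose plate-normalised and pattern-corrected inhibition of the luciferase reporter signal at the single screening dose is 50% or more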
TWEAK-Fn14 inh: inhibitors of TWEAK-Fn14 interaction signaling; AID 1159606; hit rate 2% among 360,000; inhibition, % at 10 µM; TWEAK-stimulated Fn14 reporter cells, luciferase luminescence, 8 h; in the data active means inhibition above about 50%
C8 TRAIL sens: caspase-8 TRAIL sensitization. hit rate 1% among 360,000. NB7+C8 cells + TRAIL, ATPlite viability luminescence. inhibition (viability loss, TRAIL sensitization), % at 10 µM. AID 624354;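 active means compounds causing at least 50% loss of cell viability in the single-dose screen, relative to plate controls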
NR2F2 inh: inhibitors of human COUP-TFII (NR2F2). hit rate 0.7% among 370,000. inhibition, % at 8.6 µM. HEK293T NGFI-A luciferase reporter, luminescence. P24468;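 active means inhibition above a per-plate cutoff, mean inhibition of test wells between control levels plus 3 SD, cut at about 38% in these data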;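 further: cells cotransfected with COUP-TFII expression vector driving the NGFI-A reporter; 0% = median of COUP-TF2 test wells and 100% = reporter-only cells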
SRC1 inh: inhibits human SRC1 coactivator | inhibition, % at 3.6 µM | hit rate 0.12% among 360,000 | HEK293 GAL4-SRC1 luciferase reporter, luminescence | Q15788;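 active means inhibition above the campaign mean plus 3 SD, with each screening campaign given its own cutoff, cut at about 60% in these data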;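 further: 0% = DMSO treated cells and 100% = gossypol at 36 µM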
Starred values were filed as active, the others as inactive; · = not tested or not shown.

The line under a structure holds: SRC3 inh, SRC2 inh, KKLEB cytotox, EBV LMP1 NFkB, CF NFkB block, NR5A2 inv ag, TROY NFkB inh, TWEAK-Fn14 inh, C8 TRAIL sens, NR2F2 inh, SRC1 inh
[1] COc1cccc(C2C(C(N)=O)=C(C)Nc3nc(-c4ccccc4Cl)nn32)c1 (stereo unspecified)
 : 9, -9, 15, -2, -43, -29, -11, 1, -14, -9, 1
[2] CSc1ccc(C2C(C(=O)c3ccco3)=C(O)C(=O)N2c2nnc(SC)s2)cc1 (stereo unspecified)
 : -46, -57, -2, -7, 0, -111, -1, 37, 12, -32, -49
[3] Cc1ccccc1C(=O)Nc1cccc(-c2cn3ccccc3n2)c1
 : -41, 1, 1, -4, -2, -6, -6, 2, 20, -15, -17
[4] Cc1ccc(S(=O)(=O)Nc2ccc(NC(=O)c3c(F)c(F)c(F)c(F)c3F)cc2)cc1
 : 17, 13, 0, -4, 9, 1, 9, 3, -4, 9, -2
[5] Cc1cc(OCCCN2CCC(C(O)(c3ccccc3)c3ccccc3)CC2)ccc1Br
 : ·, -19, ·, ·, ·, 3, 22, -14, 35, -12, ·
[6] Cc1c(C(=O)NCC2CCCO2)oc2ccc(S(=O)(=O)N3CC(C)CC(C)C3)cc12 (stereo unspecified)
 : -3, -4, -6, 7, -19, 3, 3, 23, 41, 10, 8
[7] COc1ccc(/C(C)=N/NC(=O)c2ccncc2)cc1[N+](=O)[O-]
 : -21, 1, -8, -3, -8, 10, 6, -13, -7, 9, -6
[8] Cn1c(=O)oc2cc(S(=O)(=O)N3CCCC3)ccc21
 : -6, -1, -28, 10, 12, -10, -8, -38, 2, 4, -1
[9] CC(CCc1ccccc1)NC(=O)CN1CCN(c2ccc(O)cc2)CC1 (stereo unspecified)
 : 10, 3, 5, 5, -16, 14, 8, -8, 9, 1, -10
[10] COc1cc(CN(CCc2c(C)[nH]c3ccc(C)cc23)C(=S)NC(C)(C)C)cc(OC)c1OC
 : -4, -8, -22, 10, -4, 16, 6, -6, 8, 15, -11
[11] Cc1ccccc1-c1nc2ccccc2[nH]1
 : -59, -36, -8, -39, 0, -112, -69, -9, 3, -18, -87
[12] Cc1ccc(S(=O)(=O)N(C)CC(=O)NCC(=O)Nc2ccc(F)c(F)c2F)cc1
 : -2, -1, -9, 3, 7, -3, 2, 8, -1, 12, -10
[13] CCOC(=O)C1=NN(c2ccc(F)cc2)C2=NC(C)=C(C(=O)OC)C(c3cccs3)N12 (stereo unspecified)
 : -10, -13, 2, 18, 14, -4, 14, -20, 5, -9, 6
[14] CC(O)(c1ccccc1)c1nc(-c2cccc(C(F)(F)F)c2)cs1 (stereo unspecified)
 : 9, -17, 1, ·, 11, 25, -5, 0, -1, 13, 4
[15] Cc1cccc(OCC(=O)OC(C)C(=O)Nc2ccc(Cl)cn2)c1 (stereo unspecified)
 : 2, -3, -6, 2, 4, 9, -27, -14, -21, 4, -8
[16] COc1ccc(S(=O)(=O)N(C)C)cc1NC(=O)CSc1nnc(-c2cccnc2)o1
 : 20, -1, 6, 8, -3, -12, 3, 28, 1, 14, -6
[17] O=C(NCCCNC(=O)c1ccccn1)c1ccc(Br)cc1
 : 10, 0, 2, -5, -26, -6, -15, -6, 0, -23, -6
[18] O=C(NCc1ccco1)c1cccc2c1C(=O)c1ccc(N3CCC(Cc4ccccc4)CC3)cc1S2(=O)=O
 : 20, ·, -4, -2, -11, -5, 23, 37, 3, ·, 19
[19] CCc1noc(C)c1C(=O)N1CCCC(N2CCN(c3ccccc3F)CC2)C1 (stereo unspecified)
 : 0, -18, 22, -3, -11, 2, 13, 5, 11, 2, 12
[20] COc1cc(C(=O)NNC(=O)c2ccccc2Br)ccc1OCC(=O)N1CCOCC1
 : 1, 4, 21, 3, -19, 11, -6, -5, -4, 12, -4

Another view of some results above.
4: Cc1ccc(S(=O)(=O)Nc2ccc(NC(=O)c3c(F)c(F)c(F)c(F)c3F)cc2)cc1
  SRC3 inh: 17; SRC2 inh: 13; KKLEB cytotox: 0; EBV LMP1 NFkB: -4; CF NFkB block: 9; NR5A2 inv ag: 1; TROY NFkB inh: 9; TWEAK-Fn14 inh: 3; C8 TRAIL sens: -4; NR2F2 inh: 9; SRC1 inh: -2
5: Cc1cc(OCCCN2CCC(C(O)(c3ccccc3)c3ccccc3)CC2)ccc1Br
  SRC3 inh: ·; SRC2 inh: -19; KKLEB cytotox: ·; EBV LMP1 NFkB: ·; CF NFkB block: ·; NR5A2 inv ag: 3; TROY NFkB inh: 22; TWEAK-Fn14 inh: -14; C8 TRAIL sens: 35; NR2F2 inh: -12; SRC1 inh: ·
6: Cc1c(C(=O)NCC2CCCO2)oc2ccc(S(=O)(=O)N3CC(C)CC(C)C3)cc12 (stereo unspecified)
  SRC3 inh: -3; SRC2 inh: -4; KKLEB cytotox: -6; EBV LMP1 NFkB: 7; CF NFkB block: -19; NR5A2 inv ag: 3; TROY NFkB inh: 3; TWEAK-Fn14 inh: 23; C8 TRAIL sens: 41; NR2F2 inh: 10; SRC1 inh: 8

(further entries)
The line under a structure holds: SRC3 inh, SRC2 inh, KKLEB cytotox, EBV LMP1 NFkB, CF NFkB block, NR5A2 inv ag, TROY NFkB inh, TWEAK-Fn14 inh, C8 TRAIL sens, NR2F2 inh, SRC1 inh
[21] Cc1cccc(C(=O)Nc2ccccc2SCC2CSc3nc4ccccc4c(=O)n32)c1 (stereo unspecified)
 : -85, -18, -8, -7, -1, -20, -30, -51, 12, -66, -47
[22] COc1ccc(Cl)cc1NS(=O)(=O)c1ccc(OC)c(OC)c1
 : 6, 11, 11, -24, 14, 1, 6, 4, 0, 7, -13
[23] Cc1ccc(C(=O)N/N=C\c2ccncc2)s1
 : -43, -38, -14, 0, 21, -22, 40, -7, 18, -31, -15
[24] CSc1nc(N)nc(SCCS(=O)(=O)c2ccc(Cl)cc2)c1C#N
 : 19, 2, -65*, -4, 24, 3, 21, 20, 0, 4, -25
[25] Cc1ccnc(SCC(=O)Nc2sc3c(c2C#N)CCC(C(C)(C)C)C3)n1 (stereo unspecified)
 : 14, -9, -4, -8, 16, -9, 16, 14, -14, 0, -7
[26] CCC(=O)Nc1ccc(-c2csc(NNC(C)=O)n2)cc1
 : -6, -3, 6, -6, 4, 23, 5, -11, 0, -12, 1
[27] O=C(NCc1ccccc1)C(c1ccccc1F)N(CC1CCCO1)C(=O)c1ccccn1 (stereo unspecified)
 : 1, 7, 6, -8, -2, -9, -23, 37, 2, -13, 1
[28] CCCNc1nc2nc3ccccn3c(=O)c2cc1C(=O)NCCN1CCOCC1
 : -6, 4, -9, -6, -18, 6, 3, -11, 5, -15, 6
[29] CO/N=C(/CS(=O)(=O)c1ccc(C)cc1)c1ccc(OC)cc1
 : 3, -11, 10, 11, -11, -22, -10, 5, -20, -6, 8
[30] COc1ccc(Cc2nnc(SCC(=O)N(c3ccccc3)C(C)C)n(N)c2=O)cc1
 : 16, 29, 8, -1, -12, 10, 30, 5, 5, 19, -17
[31] COC(=O)c1c(NC(=O)CSc2nnc(CNc3ccc(Cl)cc3)o2)sc(C)c1C
 : 9, 17, 1, -24, 7, 22, 3, 15, 5, 10, -8
[32] CCCNC(=O)C1(C)CCN(Cc2ccc(C(=O)OCC)cc2)C1 (stereo unspecified)
 : -5, -13, 5, ·, -49, 14, -17, -11, 2, -5, -6
[33] CCOC(=O)C1CCCN(C(=O)C2COc3ccccc3O2)C1 (stereo unspecified)
 : -11, -43, 2, -2, -2, -8, -3, 3, -4, 4, 8
[34] COc1cc(C(=O)N/C(=C\c2cn(C)c3ccccc23)C(=O)NCCN2CCOCC2)cc(OC)c1OC
 : 11, -3, 3, 0, 2, 8, 24, -13, -5, 1, 3
[35] O=C(Nc1ccc(Cl)c(C(=O)N2CCOCC2)c1)c1ccccc1
 : 11, -5, -2, 2, -1, 11, -4, 38, -6, -8, -4
[36] Cc1ccc2nc(NC(=O)CN3C(=O)NC4(CCCCC4)C3=O)sc2c1
 : -23, -36, 0, 8, -9, -14, -48, 9, 17, -16, -18
[37] COc1ccc2nc(Nc3sc4c(c3C(N)=O)CCCC4)sc2c1
 : -12, -45, -1, -34, -6, -26, 58*, 42, 19, -20, -35
[38] OC(CN1CCCCCC1)CN(c1ccccc1)c1ccccc1 (stereo unspecified)
 : 10, 18, -20, 8, 6, 10, 26, -2, 8, -3, 20
[39] O=C(Nc1ccc(C(=O)N2CCOCC2)cc1)c1cnn2c(C(F)F)cc(-c3ccccc3)nc12
 : -15, 2, -11, 5, -34, -20, 0, -5, -1, -1, -43
[40] CC(C)(C)n1nc2c(c1NC(=O)c1ccc(Br)o1)CS(=O)C2 (stereo unspecified)
 : 0, -7, -3, -1, 4, -13, 9, -13, -1, 7, 4

The listing continues:
The line under a structure holds: SRC3 inh, SRC2 inh, KKLEB cytotox, EBV LMP1 NFkB, CF NFkB block, NR5A2 inv ag, TROY NFkB inh, TWEAK-Fn14 inh, C8 TRAIL sens, NR2F2 inh, SRC1 inh
[41] Cc1ccc(S(=O)(=O)N(C)CC(=O)N2CCN(Cc3ccc4c(c3)OCO4)CC2)cc1
 : -7, 9, -1, 6, 1, 10, 8, -24, 11, 3, -11
[42] O=C1NC(=Nc2ccccc2Cl)S/C1=C\c1cc([N+](=O)[O-])ccc1O
 : 9, -21, -18, 10, -9, -6, 17, -13, -3, -11, -15
[43] CC(C)c1c(C(=O)N/N=C/c2c[nH]c3ccccc23)nnn1-c1nonc1N
 : 3, -6, 2, -13, -7, 14, 18, -5, 8, -5, -4
[44] O=C(O)/C=C/C(=O)Nc1ccc(Cc2ccc(NC(=O)/C=C/C(=O)O)cc2)cc1
 : -18, -19, 12, -4, -6, 13, -10, 4, -3, -7, 4
[45] NS(=O)(=O)c1ccc(-n2cccc2C=O)cc1
 : 13, 14, 5, 10, -6, -11, 1, 15, -1, -5, -4
[46] COc1ccccc1N(CC(=O)NCCSc1ccc(Cl)cc1)S(C)(=O)=O
 : 7, 5, 10, -4, -3, 3, 5, 8, -1, 11, -21
[47] N#CC1(NC(=O)COC(=O)C23CC4CC(CC(O)(C4)C2)C3)CCCCC1
 : -6, -13, 0, 1, -3, 0, -8, 18, -2, -33, 4
[48] Cc1cc2c(cc1C)-c1nnnn1C(C)(C)C2
 : 0, -12, 6, -6, 14, 23, -10, 0, 1, 0, -5
[49] O=C(NC1CCCCC1)c1cc(-c2ccccc2Cl)on1
 : -121, -57, 7, -29, -9, -80, -83, -13, 12, -40, -91
[50] O=C(CSCc1cccc(F)c1)N1CCN(c2ccccc2)CC1
 : -68, ·, -7, -27, 2, -117, -44, -10, 7, ·, -75
[51] CCN(CC)CCN(C(=O)c1ccc(S(=O)(=O)N(C)C2CCCCC2)cc1)c1nc2c(C)cccc2s1
 : -1, 18, -12, 15, 10, -8, 15, 20, 1, 17, -7
[52] COc1ccccc1CN1CCSCC1
 : 8, -10, -8, -4, 15, 1, -7, 1, -4, -8, -13
[53] Cc1ccc(NC(=O)CCNS(=O)(=O)c2cccc3nonc23)cc1Cl
 : 17, -33, 10, -14, -20, 7, 6, -3, -10, -2, 3
[54] O=C(O)C1CC(=O)N(c2ccc(OCc3ccc(Br)cc3)cc2)C1 (stereo unspecified)
 : 6, -22, 3, -2, -2, -14, -11, -13, 2, -11, -2
